# IDH1 R132H inh: human IDH1 R132H inhibition | IDH1-R132H enzyme, NADPH consumption, diaphorase/resazurin fluorescence | Potency, µM (highest dose often 76.6 µM), for the others: top-dose activity change, negative = inhibition, hits mostly inhibitors | 390,000 tested, 0.093% active; also: potency is read from the fitted curve at half-maximal effect; % is scaled to controls: 0 for no effect and ±100 for the full control effect; nearly all actives have a fitted effect of over 65% in size
# Target sequence (O75874 whole entry R132H, stated change not applied): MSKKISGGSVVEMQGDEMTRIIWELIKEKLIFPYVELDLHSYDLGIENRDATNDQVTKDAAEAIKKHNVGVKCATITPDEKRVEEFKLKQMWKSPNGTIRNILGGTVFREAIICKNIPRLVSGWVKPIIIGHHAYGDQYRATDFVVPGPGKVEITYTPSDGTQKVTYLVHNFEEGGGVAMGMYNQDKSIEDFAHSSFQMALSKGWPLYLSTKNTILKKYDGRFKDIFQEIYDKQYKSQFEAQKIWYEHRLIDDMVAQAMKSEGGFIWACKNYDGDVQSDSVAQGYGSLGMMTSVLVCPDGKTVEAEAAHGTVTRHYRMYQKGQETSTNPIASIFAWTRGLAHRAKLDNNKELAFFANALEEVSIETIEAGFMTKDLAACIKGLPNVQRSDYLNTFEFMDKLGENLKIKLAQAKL
#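 IDH1-R132H (0.5 ug/mL dispensed) in pH 7.5 Tris buffer was preincubated 30 min with compound, then given a substrate mix of 0.016 mM NADPH and 2 mM alpha-KG for 80 min at room temperature; remaining NADPH was read by diaphorase/resazurin fluorescence.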
# TrxR1 inh: inhibitors of rat thioredoxin reductase 1; O89049; recombinant rTrxR1, NADPH fluorescence consumption, selenite substrate; Potency, µM (top dose mostly 114 µM), for the others: top-dose activity change, negative = inhibition, hits mostly inhibitors; 390,000 tested, 1% active; AID 588453; also: potency is read from the fitted curve at half-maximal effect; % is scaled to controls: 0 for no effect and ±100 for the full control effect; nearly all actives have a fitted effect of over 65% in size
#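 Rat TrxR1 (90 nM in the dispensed reagent) was pre-reduced with 400 uM NADPH for 5 min at room temperature, then incubated with compound for 15 min. After 400 uM selenite was added, NADPH fluorescence (Ex 340/Em 450 nm) was followed for 8 min.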
# LDHA block: LDHA (human) enzyme inhibition; 480,000 tested, 0.15% active; activity change, % (values are at about 110 or 230 µM); P00338; AID 1347041; purified LDHA, NADH/diaphorase-resazurin fluorescence; stronger effect = lower value; in the data active = activity change below about -30%; inconclusive = mostly about -25% to -30%;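 also: plate controls were DMSO wells for no effect and wells without enzyme for full effect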
#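 LDH5 2 nM; NADH 0.06 mM, pyruvate 0.2 mM; 200 mM Tris pH 7.4, EDTA, Tween-20; 5 min RT. Detection: diaphorase 0.133 mg/mL + resazurin 37 µM, fluorescence ex540/em590 at 0 and 20 min; normalized to enzyme-free and DMSO wells.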
# TrxR1 substrate: is turned over as a substrate by rat TrxR1; 390,000 tested, 0.01% active; purified TrxR1 substrate turnover, NADPH consumption readout; O89049; Potency, µM (highest dose often 114 µM), for inactives: top-dose activity change, negative = substrate turnover; also: potency is read from the fitted curve at half-maximal effect; % is scaled to controls: 0 for no effect and ±100 for the full control effect; nearly all actives have a fitted effect of over 50% in size
#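 Rat TrxR1, dispensed at 90 nM, was prereduced with 400 uM NADPH (final) for 5 min at ~22 deg C, then incubated with compound 15 min before 400 uM selenite. A first-read NADPH fluorescence drop versus no-compound background flagged substrates.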
# Vif-A3F inh: blocks the Vif interaction with APOBEC3F; HeLa A3F-eYFP + Vif (tagged APOBEC3F with the HIV-1 protein that degrades it), YFP fluorescence increase; Potency, µM (top dose mostly 46.1 µM), inactives show top-dose activity, negative = active; 390,000 tested, 0.2% active; AID 602313; also: potency is read from the fitted curve at half-maximal effect; % of control where 0% means no effect; nearly all actives have a fitted effect of over 65% in size
#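 Fluorescence increase (Ex 488/Em 500-530) after overnight compound treatment at 37 deg C flags inhibition of Vif-driven A3F-eYFP loss in stable HeLa A3F-eYFP/Vif cells seeded overnight beforehand.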
# USP1-UAF1 inh: inhibitors of human USP1/UAF1 deubiquitinase | O94782 | 390,000 tested, 0.23% active | Potency, µM (titrated, usually from 57.1 µM), without a hit: at the top dose activity change, negative = inhibition, most hits filed as inhibitors | recombinant USP1/UAF1, Ub-Rhodamine cleavage fluorescence; also: potency is read from the fitted curve at half-maximal effect; % is scaled to controls: 0 for no effect and ±100 for the full control effect; nearly all actives have a fitted effect of over 60% in size; inactives centre near -12
#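 USP1/UAF1 complex (1 nM) preincubated 15 min at room temperature with compound, then Ub-Rho substrate (150 nM final) added. Kinetic fluorescence at 480/540 nm over 6 reads at 60 s intervals; 50 mM HEPES pH 7.8, 0.5 mM EDTA, 0.1 mg/ml BSA, 1 mM TCEP, 0.01% Tween-20.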
# RGS4 inh: inhibitors of human regulator of G protein signaling 4. AID 504845. P49798. 390,000 tested, 0.039% active. Potency, µM (top dose mostly 114 µM), inactives show at the top dose activity change, negative = inhibition, most hits filed as inhibitors. Transcreener GDP fluorescence polarization, RGS4-accelerated GTP hydrolysis; also: potency is read from the fitted curve at half-maximal effect; % is scaled to controls: 0 for no effect and ±100 for the full control effect; nearly all actives have a fitted effect of over 75% in size; some results filed as inactive show a strong effect at the top dose
# Target sequence (P49798 whole entry, looked up): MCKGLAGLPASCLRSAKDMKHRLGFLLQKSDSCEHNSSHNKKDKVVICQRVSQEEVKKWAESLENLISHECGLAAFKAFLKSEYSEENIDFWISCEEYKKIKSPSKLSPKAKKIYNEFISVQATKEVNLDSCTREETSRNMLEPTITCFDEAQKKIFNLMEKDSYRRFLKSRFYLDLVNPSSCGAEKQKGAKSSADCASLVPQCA
#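 MLSMR compounds (23 nl, pin-transferred) preincubated 10 min at room temperature with a 500nM (2x) first reagent, then RGS4 at 900nM (2x) plus Transcreener GDP mix added; fluorescence polarization (620/688 nm) read before and after 90 min at 30 °C.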
# Glioma ERSR ind: inducers of ER stress response in human glioma cells. 420,000 tested, 0.02% active. AID 602332. U87-MG GRP78 promoter luciferase reporter, 16 h. Potency, µM, for inactives: at the highest dose activation, usual class: activators; also: potency is read from the fitted curve at half-maximal effect; series mostly up to about 76 µM; % of control where 0% means no effect; nearly all actives have a fitted effect of over 35% in size
#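 ERSR induction read as luciferase luminescence (Bright-Glo, 10 min at room temperature) in stably transfected human U87-MG glioma cells exposed to compounds for 16 h, using GRP78 as sensor.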
# Vif-A3G inh: blocks the Vif interaction with human APOBEC3G; Q9HC16; HeLa A3G-eYFP + Vif (tagged APOBEC3G with the HIV-1 protein that degrades it), YFP fluorescence, overnight; Potency, µM (doses to about 46.1 µM), inactives show top-dose activity, negative = active, actives largely listed as inhibitors; 410,000 tested, 0.076% active;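 also: potency is read from the fitted curve at half-maximal effect; % is scaled to controls: 0 for no effect and ±100 for the full control effect; nearly all actives have a fitted effect of over 60% in size; hits raise eYFP signal because A3G escapes Vif-driven loss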
# Target sequence (Q9HC16 whole entry, looked up): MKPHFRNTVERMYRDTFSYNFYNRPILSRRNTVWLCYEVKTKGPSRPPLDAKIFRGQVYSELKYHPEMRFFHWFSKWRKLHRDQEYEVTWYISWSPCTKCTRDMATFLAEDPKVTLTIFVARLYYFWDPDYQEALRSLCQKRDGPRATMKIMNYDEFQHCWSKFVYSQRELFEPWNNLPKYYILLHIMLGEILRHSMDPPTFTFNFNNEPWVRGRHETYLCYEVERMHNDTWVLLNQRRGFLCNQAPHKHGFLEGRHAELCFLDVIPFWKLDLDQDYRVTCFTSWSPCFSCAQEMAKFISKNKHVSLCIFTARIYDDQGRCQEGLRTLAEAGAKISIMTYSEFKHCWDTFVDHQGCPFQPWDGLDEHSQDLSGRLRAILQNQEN
#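 HeLa cells stably expressing Vif and C-terminally eYFP-tagged A3G, seeded overnight at 37 deg C, then exposed to compound by pintool overnight at 37 deg C. Rise in yellow fluorescence (Ex 488/Em 500-530, Acumen) marks blocked Vif-driven A3G degradation.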
# * marks the source's active call; other numbers are inactive results; u = inconclusive; x = no result given; & = joins results of further samples; [ ] = remark or other dose. Unless noted, calls follow the shape of the dose curve; as a rule, active = well fitted curve in the direction sought with a large enough effect; inconclusive = small, poorly fitted or top-dose-only effect, or another doubt; inactive = no such curve, though single readings can be large; an effect the other way counts as inactive or inconclusive. These rows are one share of the data, so the mix of outcomes need not match the whole.
SMILES,IDH1 R132H inh,TrxR1 inh,LDHA block,TrxR1 substrate,Vif-A3F inh,USP1-UAF1 inh,RGS4 inh,Glioma ERSR ind,Vif-A3G inh
C=CCn1c(SCc2nc3ccccc3[nH]2)nnc1-c1ccc(OC)cc1,4.5%,12.3%,0.8,2.0%,-1.0%,-7.3%,3.4%,0.5%,-0.1%
Cc1nnsc1C(=O)N1CCCC(Nc2ccc(C(C)C)cc2)C1 (stereo not given),-5.6%,-8.1%,0.0,-15.9%,-1.9%,-9.7%,-15.0%[56.9 µM],-3.1%,2.6%
CCN(CC(=O)Nc1ccc(NC(C)=O)cc1)C(=O)Cc1ccc(S(=O)(=O)N2CCOCC2)s1,-5.4%,6.3%,-3.7,2.4%,-8.1%,-15.0%,-1.8%,-3.1%,2.7%
CCc1ccnc(NS(=O)(=O)c2ccc3c(c2)OCCO3)c1,8.1%,12.4%[57.1 µM],0.7,0.5%[57.1 µM],u,0.4%,-6.9%,-3.2%,-0.5%
CC(C)Cn1c(N)c(C(=O)CSc2ccc3c(c2)OCCO3)c(=O)n(C)c1=O,-9.8%,5.1%,-4.8,0.1%,1.9%,-10.6%,5.3%,0.6%,1.6%
O=C(CNC(=O)c1ccco1)Nc1cccc(Cl)c1,-9.2%,13.6%,0.6,3.7%,8.2%,-19.7%,9.2%,2.4%,-6.5%
Cn1cnnc1SCC(=O)Nc1ccc(Oc2ccccc2)cc1,1.2%,8.3%,-12.2,1.8%,-16.0%,-6.9%,17.8%,1.2%,-1.4%
COc1cccc(NC(=O)C(CCSC)NC(=O)C2CCC(C)CC2)c1 (stereo not given),0.2%,1.8%,-8.4&2.8,-4.5%[2.29 µM],-4.2%,-12.9%,-20.3%,-0.8%,0.3%
COc1cc(OC)cc(-c2c(C#Cc3ccsc3)c3cc(-c4ccc(N(C)C)nc4)ccc3n2C)c1,-24.8%,25.6%[57.1 µM],-4.3,70.2%[activator][57.1 µM],8.0%,-6.8%,-3.3%,-7.6%,-1.7%
C[C@H](CO)N1C[C@H](C)[C@@H](CN(C)S(=O)(=O)c2ccccc2)Oc2c(NC(=O)NC3CCCCC3)cccc2C1=O,0.0%,29.0%,1.8,2.5%,5.9%,-14.1%,4.9%,-1.6%,0.4%
Cc1ccc(Cl)cc1N1CCN(C(=O)Cn2cnc3nc4c(cc3c2=O)CCCC4)CC1,7.9%,12.7%[57.1 µM],4.3,1.2%[57.1 µM],2.3%,-31.6%,8.5%,-3.5%,-2.8%
N#CC1=C2N=C(N)c3ccccc3N2C2=C(C(=O)CCC2)C1c1ccccc1F (stereo not given),-1.5%,-10.8%,-5.7,-4.2%,-3.2%,-8.5%,14.0%,0.6%,-7.8%
CCOc1cc(/C=N/NC(=O)N/N=C/c2ccc(O)c(OCC)c2)ccc1O,7.8%,-8.7%[11.4 µM],-7.5,-6.2%[11.4 µM],1.9%,-8.3%,49.1%,-3.5%,u
NC(=O)C1CCN(C(=O)Cn2cccc2C(=O)c2ccccc2)CC1,10.2%,8.8%,2.2,-3.7%,-3.5%,0.0%,-11.9%,-3.1%,-2.6%
CC(=O)c1cc(C#N)c(SCc2ccccc2)nc1C,3.0%,19.1%,0.4,-1.0%,-18.4%,-9.4%,-0.8%,u,-25.7%
Cc1cccc(NC(=O)c2ccc3c(c2)OCCO3)c1,10.2%,12.7%,-4.1,5.1%,-0.4%,-19.6%,6.0%,-9.6%,5.8%
COc1cc(Cc2nccc3cc(OC)c(OC)cc23)c(NC(C)=O)cc1OC,18.7%,10.1%,-0.2,3.9%,10.7%,-16.6%,2.5%,5.6%,-3.4%
O=C(Cn1c(CO)nc2ccccc21)NCc1ccc2c(c1)OCO2,3.2%,6.0%,-5.2,4.8%,-0.4%,-12.7%,-4.2%,-1.6%,1.2%
CN(C)c1ccc(C=O)c(Oc2ccccc2)c1,5.0%,x,0.5,x,3.9%,-31.5%,x,-5.3%,-15.9%
Cc1ccc2oc3ccccc3c(=O)c2c1,0.9%,-8.0%,-2.3,34.4%[activator],-2.3%,-5.1%,-24.4%,3.2%,-1.6%
O=C1/C(=C/c2cccnc2)SC(=S)N1N1CCOCC1,2.3%,u,-2.6,-10.4%,-3.1%,-11.2%,11.4%,2.0%,6.7%
O=c1nc2ccccc2c(NS(=O)(=O)c2ccccc2)n1-c1ccccc1,5.3%,24.5%,-2.3,17.1%,x,-2.8%,18.8%,-2.1%,4.7%
Cc1ccc(C)c(Cn2nnc3c(=O)[nH]c(C4CCCN(C(=O)c5ccco5)C4)nc32)c1 (stereo not given),-0.2%,1.3%,-10.6,-2.5%,8.6%,-7.5%,7.8%,-5.6%,-0.6%
Nc1ccnc(Oc2ccc(F)cc2)c1,-3.2%,-0.7%[57.1 µM],-4.9,4.2%,0.4%,-15.3%,-2.0%,-1.3%,0.0%
O=C(O)CCCCn1c(SCC(=O)Nc2ccccc2C(F)(F)F)nc2ccsc2c1=O,6.6%&-4.9%,41.1%,-10.0&-16.8,18.7%,-1.4%&1.4%,u,1.8%&16.9%,-2.5%&-4.4%,-0.7%&3.5%
CC(=O)c1c(C)oc2ccc(OCc3ccccc3)cc12,-1.7%,2.8%,-2.6,-6.3%,2.6%,-16.3%,26.2%,6.4%,2.7%
COCC(=O)N/N=C\c1cccc(OC)c1OC/C=C/c1ccccc1,1.6%,19.7%,-0.1,9.9%,-7.1%,-21.5%,-2.5%,-3.3%,-1.1%
C=CCNC(=O)CSc1nnc(C(CC)N(C)C)n1C1CCCCC1 (stereo not given),0.3%,7.4%[57.1 µM],-1.5,6.9%[57.1 µM],-0.4%,-21.3%,-4.5%[56.9 µM],1.4%,-0.1%
CCc1nnc(NC(=O)C2CCCCC2)s1,7.7%,19.6%,-0.1,5.0%,-4.0%,-6.8%,-16.8%,-1.4%,2.7%
CCc1ccccc1NC(=O)CN1C(=O)c2ccccc2Sc2ncccc21,6.9%,-13.4%,-6.4,-11.5%,-1.6%,-6.3%,29.7%,-4.5%,-0.3%
O=C(/C=C/c1ccccc1[N+](=O)[O-])NCc1ccncc1,2.7%,19.5%,1.2,4.6%,2.6%,-21.7%,-9.2%,2.0%,-0.8%
CC(C)N(C(=O)Cn1c(-c2cccnc2)ccc(C#N)c1=O)C(C)C,-2.0%,22.1%,-2.9,0.5%,4.5%,-16.9%,-1.8%,1.5%,3.1%
CCc1cc(Cn2nc(-c3ccccc3C)cc2C(=O)O)on1,18.9%,14.2%,-6.6,7.1%,-1.3%,-16.3%,1.4%,-2.7%,-19.8%
NC(=NCCc1c[nH]c2ccccc12)NS(=O)(=O)c1ccc2ccccc2c1,12.3%,-13.5%,-8.7,-13.6%,-2.6%,-3.5%,15.4%,-4.7%,-16.4%
Nc1nnc(SCCOc2cccc(Br)c2)s1,3.0%,24.4%,-2.0,5.7%[57.1 µM],-21.4%,0.5%,-6.2%,6.0%,0.3%
Cc1nn(Cc2ccccc2)c(Cl)c1C(=O)OCc1nnc(-c2ccc(Cl)cc2)o1,-6.5%,12.7%[57.1 µM],3.4,2.6%[57.1 µM],0.1%,-3.2%,-27.1%,-1.4%,-7.6%
Clc1ccc(-n2nnnc2-c2cnc3ccccc3c2-c2ccccc2)cc1,-3.9%,10.8%,1.8,-0.5%[57.1 µM],-7.5%,-8.2%,-33.9%,-6.9%,-8.2%
O=c1[nH]c(SCc2ccccc2)nnc1-c1ccccc1,14.4%,14.2%,-8.7,9.0%[0.457 µM],-3.5%,-16.4%,-0.9%,-2.3%,-2.4%
COc1cc(C(=O)NCC(=O)N2CCN(S(=O)(=O)c3ccccc3C(F)(F)F)CC2)cc(OC)c1OC,-2.6%,13.7%,-5.5,-0.7%,-14.5%,-12.5%,-0.3%,-2.1%,-29.8%
Cc1ccc(CNC(=O)c2nc(-c3ccc(Cl)cc3)n3c2CCCCC3)cc1,-0.9%,26.7%,-2.5,-1.5%,0.0%,u,5.7%,0.0%,-3.6%
CC1=C(SCCC#N)S/C(=C2\SC(C)=C(SCCC#N)S2)S1,5.3%,7.3%,2.1,2.8%,-12.1%,-8.2%,-109.4%,2.4%,-2.4%
COC(=O)c1sccc1NC(=O)c1cc(-c2ccc(C)cc2)nc2ccccc12,-0.5%,-3.0%,-3.1,3.7%,-11.2%,-18.1%,-11.7%,-2.4%,-1.5%
COCCCN1C(=O)C(CC(=O)NCCCCc2ccccc2)CC(C(=O)N2CCOCC2)=C1C (stereo not given),12.2%,x,-3.9,x,3.4%,-30.8%,x,-5.4%,1.9%

# Screening results: PubChem, National Center for Advancing Translational Sciences (NCATS)
